# Cy5 interf NS3h = enhances or quenches Cy5 fluorescence in NS3h assay. Cy5-dT15 DNA with NS3h, fluorescence interference; actives lie on both sides; signal over control mean, under 1 quenches. 16,000 tested, 6% active. fluorescence interference ratio at 100 µM;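 active means compound fluorescence over control fluorescence at most 0.8, a quencher, or at least a set upper limit, an enhancer; inactive means ratio between 0.8 and the set upper limit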
# NS3h inh CB = blocks HCV NS3 helicase binding to DNA; NS3h Cy5-dT15 DNA binding, fluorescence polarization; inhibition, % at 100 µM; 16,000 tested, 1.6% active; AID 687043;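 active means inhibition above the average over every tested compound plus 3 SD, cut at about 40% in these data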
# An asterisk follows results filed as active.
# Below each SMILES: NS3h inh CB | Cy5 interf NS3h
CCOc1cc(/C=C2\SC(=S)N(c3ccccc3)C2=O)ccc1OC(=O)c1cccc([N+](=O)[O-])c1
    2 | 1.1
Cc1ccc(N=Cc2ccc(Br)s2)cc1[N+](=O)[O-]
    11 | 0.96
CCN1C(=O)/C(=C\c2ccccc2OCCOCCOc2ccc(C)cc2)SC1=S
    18 | 1
CCCn1c(C(O)(c2ccccc2)c2ccccc2)nc2ccccc21
    13 | 0.98
Cc1cc([N+](=O)[O-])cc2c1NC(=O)C2=O
    5 | 1
COc1ccc(C2Nc3cccc4cccc(c34)N2)cc1Br
    9 | 0.97
CCC(=O)NC(N)=Nc1nc(C)c2cc(C)cc(C)c2n1
    5 | 1.1
O=C(CCCN1C(=O)/C(=C\c2cccs2)SC1=S)NC12CC3CC(CC(C3)C1)C2
    3 | 1
O=C1NC(=S)N(c2ccc(Br)cc2)C(=O)/C1=C/c1cccs1
    -1 | 1
COc1ccc(CN2CCN(Cc3ccccc3OC)CC2)c(OC)c1
    -8 | 1.1
COC(=O)c1ccccc1NS(=O)(=O)c1ccc(NC(C)=O)cc1
    -7 | 1
COc1cc(OC)c(C2NC(=S)NC(C)=C2C(=O)Nc2ccc(Cl)cc2)cc1OC (stereo not drawn)
    -34 | 1.1
O=C(/C=C/c1ccccc1Cl)Nc1ccc(Cl)cn1
    8 | 0.96
O=C(NCCCNc1ccc([N+](=O)[O-])cc1C(F)(F)F)c1cc(F)c(F)cc1Cl
    12 | 0.87
Cc1ccc(S(=O)(=O)NC(=O)NC(C)c2ccccc2)cc1 (stereo not drawn)
    5 | 1.1

# Going on with the list.
# Below each SMILES: NS3h inh CB | Cy5 interf NS3h
O=C(Nc1ccc2nn(-c3ccccc3)nc2c1)c1ccc(Cl)c([N+](=O)[O-])c1
    -8 | 0.44*
COc1ccc(/C=C/C(=O)N2CCC(C)CC2)cc1Br
    10 | 0.62*
CCOC(=O)c1ccc(NC(=O)CN(c2ccccc2OC)S(=O)(=O)c2ccccc2)cc1
    7 | 1
Cc1ccc(N2NC(=O)/C(=C/c3cccs3)C2=O)cc1Cl
    13 | 1
O=C(COc1ccc(Cl)cc1)N1CCN(c2ccccn2)CC1
    4 | 1.1
O=C(NCCNc1ccc([N+](=O)[O-])cc1Cl)c1cccc(Br)c1
    3 | 0.95
C=CCOc1c(I)cc(C=C2C(=O)NC(=S)NC2=O)cc1OCC
    22 | 0.71*
COc1ccccc1C1CC(c2c(-c3ccccc3)c3cc(Cl)ccc3[nH]c2=O)=NN1C(=O)CCC(=O)O (stereo not drawn)
    18 | 1.1
O=C1C2C3C=CC(C3)C2C(=O)N1c1cccc(-c2nc3ccccc3c(=O)o2)c1 (stereo not drawn)
    15 | 0.76*
CCCN1C(=O)/C(=C2\SC(=S)N(CCC(=O)O)C2=O)c2ccccc21
    28 | 0.85
CC1(C)c2ssc(=S)c2-c2ccccc2N1C(=O)c1ccccc1
    2 | 1
COc1cc(/C=C2\C(=O)NN(c3ccccc3)C2=O)ccc1OCc1ccccc1F
    36 | 0.56*
Cc1nc2ccccc2n1CC(O)COc1cccc(Cl)c1 (stereo not drawn)
    11 | 1
C=CCNC(=O)C(=O)Nc1ccccc1OC
    -4 | 1
Cc1cc(Cl)ccc1OCC(=O)Nc1ncn[nH]1
    4 | 1.1

# (next part)
# Below each SMILES: NS3h inh CB | Cy5 interf NS3h
COc1cc(/C=C2/SC(=S)N(CCC(=O)NC34CC5CC(CC(C5)C3)C4)C2=O)cc(OC)c1OC
    8 | 1
COc1ccc(OC)c(NC(=O)c2ccc(Cl)c(Cl)c2)c1
    12 | 0.99
CCOc1ccc(OCC)c(S(=O)(=O)n2cc(C)nc2CC)c1
    -1 | 0.93
COC(=O)Cn1cnc(=O)c(C#N)c1C
    -1 | 1.1
Cc1ccc(C2C(=C(O)c3ccccc3)C(=O)C(=O)N2c2nncs2)cc1 (stereo not drawn)
    2 | 1
O=C1C(c2ccccc2)=NOC12CCCC2
    -2 | 1
CCCCOCP(=O)(c1ccccc1)c1ccccc1
    3 | 1.1
O=Cc1cn(-c2ccccc2)nc1-c1ccc(-c2ccc([N+](=O)[O-])cc2)o1
    -3 | 1
Cc1ccc(/C=N\N2C(=O)c3ccccc3C2=O)s1
    6 | 1
CCSCCOC(=O)C1=C(C)NC2=C(C(=O)CC(C)(C)C2)C1c1coc2ccccc2c1=O (stereo not drawn)
    11 | 0.97
O=C(c1cccnc1)N(Cc1ccccc1)Cc1ccccc1
    1 | 1
Cc1ccc(C(=O)N/C(=C\c2ccc(Cl)cc2)C(=O)NCCCN2CCOCC2)cc1
    5 | 0.91
CCCCOC(=O)c1cccc(C(=O)O)n1
    -1 | 1
C=CCc1cccc2cc(C(=O)Nc3cccc4c3C(=O)c3ccccc3C4=O)c(=O)oc12
    58* | 0.94
CC(=O)C1=C(O)C(=O)N(CC2CCCO2)C1c1ccc(Br)cc1 (stereo not drawn)
    -4 | 1.1

# (list continues)
# Below each SMILES: NS3h inh CB | Cy5 interf NS3h
Cc1ccc(C(=O)CCNc2ccccc2)o1
    4 | 0.94
COc1cccc(N2C(=O)C(=O)C(=C(O)c3ccccc3)C2c2ccc(OC)c(OC)c2)c1 (stereo not drawn)
    -15 | 1
Cc1cc(C)cc(NC(=O)CN(c2cccc(C(F)(F)F)c2)S(C)(=O)=O)c1
    12 | 0.95
CC(O)C#CCN1C(C)CCCC1C (stereo not drawn)
    2 | 0.97
Clc1ccc(C2=NN(c3ccccc3)C(c3ccco3)C2)cc1 (stereo not drawn)
    0 | 0.98
CCOC(=O)c1c(-c2ccc(-c3ccccc3)cc2)csc1NC(=O)C1CC1
    8 | 1
c1ccc2c(CN3CCCC3)ccc(CN3CCCC3)c2c1
    11 | 1.1
COc1cc(C2C(=C(O)c3ccc(F)cc3)C(=O)C(=O)N2c2nncs2)ccc1O (stereo not drawn)
    5 | 1
CCC(=O)N1CCN(c2ccc(C(=O)c3ccc(OC)c(Br)c3)cc2F)CC1
    0 | 1
C=CCOC(=O)C1=C(C)NC(C)=C(C(=O)OCC=C)C1c1ccc(C)o1
    17 | 0.88
CSCCC(NC(=O)c1ccccc1)C(=O)OCC(=O)Nc1nnc(C)s1 (stereo not drawn)
    0 | 1.1
O=C(O)c1ccc(S(=O)(=O)c2ccc3c(c2)C(=O)N(c2cccc(C(F)(F)F)c2)C3=O)cc1
    15 | 1
O=C(NCc1ccccc1)c1nn2c(c1Br)NC(c1cccs1)CC2C(F)(F)F (stereo not drawn)
    10 | 0.99
CCOC(=O)/C(=C\Nc1ccc(F)c(F)c1F)[N+](=O)[O-]
    3 | 1
CC(=O)OC1CCC2(C)C(=CCC3C2CCC2(C)C(C(=O)O)CCC32)C1 (stereo not drawn)
    7 | 1.1

# Going on with the list:
# Below each SMILES: NS3h inh CB | Cy5 interf NS3h
Cc1ccc(S(=O)(=O)NC(=O)Nc2ccccc2F)cc1
    -1 | 1
O=C(COc1ccc(Cl)cc1)Nc1nc(-c2ccc(Cl)cc2)cs1
    13 | 0.93
CCOc1ccc(C(=O)COC(=O)c2ccccc2I)cc1
    3 | 0.91
COc1ccc(Cl)cc1NC(=O)CN(c1cccc([N+](=O)[O-])c1)S(=O)(=O)c1ccccc1
    15 | 1.1
Cc1ccc(OCC(=O)Nc2ccc(C)c(C)c2)cc1
    8 | 1
CCC(C)NC(=O)CN(c1ccc(F)cc1)S(=O)(=O)c1ccccc1 (stereo not drawn)
    9 | 1
O=C(O)CCCC(=O)Nc1ccccc1
    -9 | 0.89
Cc1cccn2c(NC(=O)c3ccc(Br)cc3)c(-c3ccccc3)nc12
    12 | 0.98
Cc1onc(-c2c(Cl)cccc2Cl)c1C(=O)Nc1ccc(N(C)C)cc1
    10 | 0.9
C=CCC1(NCc2ccco2)CCN(CC)CC1
    -14 | 1
CC(C)CNC(=O)CN(c1ccc(F)cc1)S(=O)(=O)c1ccccc1
    2 | 0.99
COc1cc(/C=C(\C#N)C(=O)NCC2CCCO2)cc(I)c1O (stereo not drawn)
    1 | 1.1
O=C1NN(c2ccccc2)C(=O)/C1=C/c1cccc(OCc2ccc(F)cc2)c1
    -6 | 0.81
O=[N+]([O-])c1ccc(-c2nc(-c3ccccc3)c(-c3cccs3)[nH]2)cc1
    12 | 1
CN1C(=O)NC(=O)/C(=C\c2ccc(Cl)cc2)C1=O
    6 | 1

# Carrying on.
# Below each SMILES: NS3h inh CB | Cy5 interf NS3h
CCOc1cc(C2Nc3ccccc3C(=O)N2Cc2ccco2)ccc1O (stereo not drawn)
    4 | 1
COc1cccc(-n2c(O)c(C=Nc3ccc4c(c3)OCO4)c(=O)[nH]c2=O)c1
    7 | 0.91
COC(=O)c1ccc(NC(=O)CCN2C(=O)c3cccc4cccc(c34)C2=O)cc1
    3 | 1.1
CCC(C(=O)Nc1cc(Cl)ccc1Cl)c1ccccc1 (stereo not drawn)
    8 | 1
Cc1ccc(CNC(=O)c2cccc([N+](=O)[O-])c2)cc1
    12 | 1
Cc1ccc(C(=O)NCCNc2ccc(C(F)(F)F)cc2[N+](=O)[O-])cc1
    10 | 0.92
Fc1cccc(/C=N\N2CCN(Cc3cccc4ccccc34)CC2)c1
    10 | 1
O=S(=O)(NCc1ccncc1)c1ccc(F)cc1
    -3 | 1.1
Cc1ccsc1-c1ncnn1-c1sc2c(c1C#N)CCCC2
    -6 | 0.97
O=C(/C=C/c1ccccc1)Nc1ccc2ccccc2n1
    9 | 0.99
O=C(Nc1ccccc1C(=O)Nc1ccccn1)c1ccccc1Cl
    11 | 0.94
CC1=N/C(=C/c2ccc(OCc3ccc(Cl)cc3)cc2)C(=O)O1
    8 | 1
Cc1csc(NC(=O)c2c(O)c3ccccc3[nH]c2=O)n1
    0 | 1.2*
Cc1ccc(C(=O)CCNc2ccc(F)cc2)o1
    -18 | 1.1
CCOC(=O)C1=C(N)Oc2ccc3ccccc3c2C1c1ccc(C)cc1 (stereo not drawn)
    11 | 0.93

# The results go on.
# Below each SMILES: NS3h inh CB | Cy5 interf NS3h
CC12OC3(CCCCC3)C(C)(OC13CCCCC3)O2
    19 | 0.78*
O=C(COc1ccc(Cl)cc1)Nc1ccc(F)c([N+](=O)[O-])c1
    10 | 1.2
CCOc1ccc(N2C(=O)C3ON(c4ccccc4)C(c4ccc([N+](=O)[O-])cc4)C3C2=O)cc1 (stereo not drawn)
    0 | 1
CCOc1ccccc1-c1nc(=S)[nH][nH]1
    7 | 0.97
O=S(=O)(c1ccc(Br)cc1)N1CCN(c2ccccc2Cl)CC1
    12 | 0.96
CC(C)Oc1nnc(-c2ccccc2)c2ccccc12
    7 | 1.1
Cc1cc2c(cc1Br)NC(=O)C2=O
    15 | 0.76*
O=C1/C(=C/c2ccc(I)o2)SC(=S)N1c1cccc(C(F)(F)F)c1
    15 | 1
CC(=O)N1CCN(c2ccc(NC(=O)c3cccc(Br)c3)cc2)CC1
    12 | 1
O=C(CSc1nnnn1-c1ccccc1)Nc1ccc([N+](=O)[O-])cc1
    -4 | 0.92
Cc1cc(-c2ccccc2)nc(Nc2nc(C)c3cc(C)c(C)cc3n2)n1
    8 | 1.1
O=C1OC(c2ccccc2Br)=N/C1=C\c1cccs1
    7 | 1
CCN(CC)c1nc2n(c(=O)n1)CCO2
    0 | 0.98
COc1ccccc1OCCOc1ccccc1/C=C1/SC(=S)N(C)C1=O
    9 | 1
O=C(Cc1ccccc1)Nc1ccc(-c2nnc(-c3ccco3)o2)cc1
    -9 | 1

# The list continues.
# Below each SMILES: NS3h inh CB | Cy5 interf NS3h
O=C1C(=O)N(c2ccccc2Br)C(=O)N1c1cccc(Cl)c1
    19 | 0.7*
COc1ccc(/C=C/C(=O)N(C)C2CCCCC2)cc1Br
    6 | 0.97
COc1c(Cl)cc(C(=O)Nc2ccc(C)cc2[N+](=O)[O-])cc1Cl
    3 | 1.2
COc1ccc(NC(=O)c2ccc(CN3CCN(Cc4ccccc4)CC3)cc2)c(OC)c1
    1 | 0.96
Cc1cc(=O)[nH]c(SCCc2ccccc2)n1
    -4 | 0.97
COc1cc(CN2CCN(Cc3ccc4ccccc4c3)CC2)cc(OC)c1OC
    -2 | 1.1
CCOC(=O)c1c(CC(C)C)csc1NC(C)=O
    1 | 1.1
COc1ccc(NC(=O)/C(C#N)=C\c2ccc(-c3ccc(C(=O)O)c(Cl)c3)o2)cc1
    59* | 1.1
O=C(CSc1nnc(CCCN2C(=O)c3cccc4cccc(c34)C2=O)n1-c1ccccc1)NCc1cccnc1
    14 | 0.88
O=C(/C=C/c1ccc(-c2cccc([N+](=O)[O-])c2)o1)c1cc2ccccc2o1
    3 | 0.99
COC(=O)c1ccccc1NC(=O)COc1ccc(C)c(C)c1
    6 | 0.63*
O=C(NC(NC(=O)C(c1ccccc1)c1ccccc1)c1ccc(F)cc1)C(c1ccccc1)c1ccccc1
    -2 | 1.1
COC(=O)c1ccc(C2Nc3ccccc3NC3=C2C(=O)CC(C)(C)C3)cc1 (stereo not drawn)
    5 | 1
CCOc1ccccc1NC(=O)CN(c1ccc(C)cc1)S(=O)(=O)c1ccc(SC)cc1
    18 | 0.97
O=C(CSCc1ccc(Cl)cc1)Nc1ccc(C(=O)Nc2nccs2)cc1
    -7 | 1
Cc1ccc(Cl)cc1NC(=O)C1CC(=O)N(c2ccc(Br)cc2)C1 (stereo not drawn)
    -20 | 1
O=C1CCCc2c1[nH]c1ccc(C34CC5CC(CC(C5)C3)C4)cc21
    8 | 1

# Ordered by number of heavy atoms (ascending): part of the list above
# Below each SMILES: NS3h inh CB | Cy5 interf NS3h
Cc1cc(=O)[nH]c(SCCc2ccccc2)n1
    -4 | 0.97
COC(=O)c1ccccc1NC(=O)COc1ccc(C)c(C)c1
    6 | 0.63*
O=C(/C=C/c1ccc(-c2cccc([N+](=O)[O-])c2)o1)c1cc2ccccc2o1
    3 | 0.99
CCOc1ccccc1NC(=O)CN(c1ccc(C)cc1)S(=O)(=O)c1ccc(SC)cc1
    18 | 0.97
COc1ccc(NC(=O)c2ccc(CN3CCN(Cc4ccccc4)CC3)cc2)c(OC)c1
    1 | 0.96
O=C(NC(NC(=O)C(c1ccccc1)c1ccccc1)c1ccc(F)cc1)C(c1ccccc1)c1ccccc1
    -2 | 1.1
O=C(CSc1nnc(CCCN2C(=O)c3cccc4cccc(c34)C2=O)n1-c1ccccc1)NCc1cccnc1
    14 | 0.88
